PME-1 primary – blocks human protein phosphatase methylesterase 1; Q9Y570; inhibition, % at 5.9 µM; recombinant PME-1, FP-Rh probe fluorescence polarization; AID 2130; actives 0.53% (n = 320,000);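 active means inhibition above the campaign mean of all compounds plus 3 SD, cut at about 26% in these data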;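 further: competitive labeling of PME-1 active site by serine hydrolase directed probe; 0% = PME-1 with DMSO and 100% = wells lacking PME-1 enzyme; inhibitors block probe labeling so polarization falls and inhibition rises; many of its hits are not listed in these tables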
Target sequence (Q9Y570 whole entry, looked up): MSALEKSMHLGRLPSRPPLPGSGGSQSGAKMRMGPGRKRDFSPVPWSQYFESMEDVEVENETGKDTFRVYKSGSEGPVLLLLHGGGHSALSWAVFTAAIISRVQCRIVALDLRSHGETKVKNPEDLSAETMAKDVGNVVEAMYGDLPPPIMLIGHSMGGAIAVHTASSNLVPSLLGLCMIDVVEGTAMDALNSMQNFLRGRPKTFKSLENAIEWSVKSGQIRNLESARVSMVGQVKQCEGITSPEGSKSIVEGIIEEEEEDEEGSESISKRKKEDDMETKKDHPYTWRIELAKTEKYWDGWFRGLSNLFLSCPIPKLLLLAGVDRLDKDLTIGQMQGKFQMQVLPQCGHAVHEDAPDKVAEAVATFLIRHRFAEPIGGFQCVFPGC
PAFAH1B2 FP inh – blocks human PAF acetylhydrolase 1b catalytic subunit 2. recombinant PAFAH1B2, FP-rhodamine activity probe, fluorescence polarization. inhibition, % at 3.39 µM. actives 1.2% (n = 340,000);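 active means inhibition above the mean of all tested compounds plus 3 SD, cut at about 24% in these data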;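 further: 0% = enzyme with DMSO and 100% = wells lacking PAFAH1B2; many of its hits are not listed in these tables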
Target sequence (P68402 whole entry, looked up): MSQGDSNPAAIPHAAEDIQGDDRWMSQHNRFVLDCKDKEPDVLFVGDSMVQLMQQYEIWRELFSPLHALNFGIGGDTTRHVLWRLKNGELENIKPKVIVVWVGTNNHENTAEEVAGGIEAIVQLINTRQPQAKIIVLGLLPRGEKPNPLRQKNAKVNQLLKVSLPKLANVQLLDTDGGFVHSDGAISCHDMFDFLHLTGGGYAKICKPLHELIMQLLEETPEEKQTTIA
Fam108B counter – blocks mouse Fam108B hydrolase in RBBP9 counter-screen | recombinant Fam108B, FP-Rh probe fluorescence polarization | AID 1947 | inhibition, % at 9.51 µM | actives 0.33% (n = 300,000);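 active means inhibition above the screen mean inhibition plus 3 SD, computed separately per campaign, cut at about 18% in these data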;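 further: inhibitors lower polarization as less probe binds the enzyme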
pPAFAH inh – inhibitors of human plasma PAF acetylhydrolase (pPAFAH) | Q13093 | inhibition, % at 3.39 µM | recombinant pPAFAH, FP-rhodamine probe fluorescence polarization | actives 1.5% (n = 330,000);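 active means inhibition above the mean inhibition across the screen plus 3 SD, cut at about 25% in these data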;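 further: inhibitors block binding of the rhodamine activity-based probe so polarization drops; 0% = enzyme with DMSO and 100% = wells lacking pPAFAH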
Target sequence (Q13093 whole entry, looked up): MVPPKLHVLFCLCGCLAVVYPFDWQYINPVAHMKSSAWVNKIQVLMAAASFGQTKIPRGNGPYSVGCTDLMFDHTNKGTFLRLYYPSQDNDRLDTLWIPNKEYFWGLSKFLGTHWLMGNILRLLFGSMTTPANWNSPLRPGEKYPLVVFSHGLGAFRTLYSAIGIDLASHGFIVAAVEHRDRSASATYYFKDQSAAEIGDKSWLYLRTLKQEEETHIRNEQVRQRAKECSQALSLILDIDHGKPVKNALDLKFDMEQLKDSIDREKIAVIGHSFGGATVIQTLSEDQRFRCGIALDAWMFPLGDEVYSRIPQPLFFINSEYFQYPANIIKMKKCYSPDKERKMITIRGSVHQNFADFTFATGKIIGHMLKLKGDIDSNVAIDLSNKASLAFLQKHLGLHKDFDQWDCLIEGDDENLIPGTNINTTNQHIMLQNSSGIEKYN
LYPLA1 counter – LYPLA1 (human) inhibition in PME1 counter-screen; actives 0.16% (n = 320,000); AID 2174; O75608; inhibition, % at 5.9 µM; recombinant LYPLA1, FP-Rh probe fluorescence polarization;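 active means inhibition above the mean of all tested compounds plus 3 SD, set per campaign, cut at about 14% in these data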;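 further: inhibitors block serine hydrolase probe labeling of LYPLA1 so polarization falls; 0% = enzyme with DMSO and 100% = wells lacking LYPLA1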
PAFAH1B3 FP inh – PAFAH1B3 (human) inhibition | recombinant PAFAH1B3, FP-rhodamine probe, fluorescence polarization | inhibition, % at 3.39 µM | actives 0.28% (n = 340,000) | AID 492972;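 active means inhibition above the screen-wide average of all tested compounds plus 3 SD, cut at about 25% in these data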;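 further: 0% = enzyme with DMSO only and 100% = wells lacking PAFAH1B3 protein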
PAFAH2 FP inh – PAFAH2 (human) inhibition. Q99487. recombinant PAFAH2, FP-rhodamine activity probe, fluorescence polarization. inhibition, % at 3.39 µM. actives 0.99% (n = 340,000);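 active means inhibition above the mean over all tested compounds plus 3 SD, cut at about 30% in these data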;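 further: inhibitors block probe labeling of enzyme so polarization drops; 0% = enzyme with DMSO and 100% = wells lacking PAFAH2 protein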
GSTO1 counter – GSTO1 inhibition, counter-screen for RBBP9 inhibitors | actives 1.1% (n = 300,000) | recombinant GSTO1, activity-based probe fluorescence polarization | inhibition, % at 5.96 µM | P78417;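 active means inhibition above the campaign mean inhibition plus 3 SD, cut at about 35% in these data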;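 further: 0% = GSTO1-1 with DMSO and 100% = wells lacking GSTO1-1 enzyme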
PAD4 inh – blocks human protein arginine deiminase 4. Q9UM07. recombinant PAD4, RCA probe fluorescence polarization. inhibition, % at 6.36 µM. actives 0.41% (n = 330,000). AID 485272;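 active means percent inhibition above a cutoff equal to the mean of all tested compounds plus 3 SD, cut at about 15% in these data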;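 further: 0% = PAD4 with RCA probe and DMSO and 100% = probe without PAD4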
* = called active by the depositor; x = no result given. This is a subset; rates above refer to the full screens.

Order of results – PME-1 primary | PAFAH1B2 FP inh | Fam108B counter | pPAFAH inh | LYPLA1 counter | PAFAH1B3 FP inh | PAFAH2 FP inh | GSTO1 counter | PAD4 inh
Cc1nc(N2CCN(c3ccccn3)CC2)c2c(C)c(C(=O)Nc3c(F)cc(F)cc3Br)sc2n1
    -7 | 0 | -6 | 9 | -7 | -5 | -3 | -4 | -5
CC1CCCCC1NC(=O)CSc1nnnn1-c1ccccc1 (centres undefined)
    -2 | 2 | 0 | 2 | -1 | 6 | 1 | -4 | -2
CCCCNc1ccc(C(CC(N)=O)NC(=O)Cc2cccc3ccccc23)cc1[N+](=O)[O-] (centres undefined)
    -8 | -3 | -12 | 2 | -7 | -5 | -9 | -3 | 5
CN(c1ccccc1)S(=O)(=O)c1ccc(NC(=S)Nc2ccccc2)cc1
    1 | 6 | -9 | 5 | -5 | 10 | -4 | 3 | -2
Cc1cc(OCC(=O)NCCO)ccc1Cl
    8 | 7 | -6 | -1 | 2 | 4 | 3 | -1 | 2
O=[N+]([O-])c1ccc(-c2ccc(/C=N/Nc3nc(NCc4ccccc4)nc(N4CCOCC4)n3)o2)cc1
    1 | -3 | -2 | 5 | -8 | 5 | -4 | -14 | -8
Cc1cc2c(NCC(C)O)ncnc2s1 (centres undefined)
    -5 | 3 | 1 | 4 | 2 | 5 | -10 | 3 | 0
COc1cccc(CNC(=O)c2cc(=O)[nH]c3ccc(S(=O)(=O)N4CCOCC4)cc23)c1
    3 | 0 | x | 1 | 1 | 6 | 3 | x | -3
N#Cc1cccc(-n2nnnc2-c2ccc3c(c2)OCO3)c1
    -5 | -2 | 1 | 9 | 1 | -2 | -2 | 0 | 4
CCCN1CCCc2ccccc21
    4 | 4 | 4 | -3 | -2 | 1 | -5 | -3 | -4
CC(C)Oc1ccc(CN2CCCC(CO)(Cc3ccc(F)cc3)C2)cc1 (centres undefined)
    -1 | 2 | -1 | -1 | -4 | 9 | 0 | -1 | -2
Cc1cccc(C(=O)Nc2ccc(O)cc2)c1
    -3 | 0 | -5 | 4 | 7 | 11 | -1 | 2 | -3
CCOc1ccc(-c2nonc2NC(=O)c2ccco2)cc1
    -1 | 5 | 1 | 2 | -3 | 6 | -1 | -11 | 2
COP(=O)(OC)C(Nc1ccc(Cl)cc1)c1ccccc1 (centres undefined)
    0 | 3 | 1 | -1 | 3 | -2 | 4 | 26 | 4
Cn1nnnc1SCc1ccc(Cl)cc1
    6 | 13 | -1 | -4 | -1 | 7 | 5 | -5 | -4
CCc1ccc(NC(=O)CCc2c(C)nn(-c3ccc(N4CCCCC4)nn3)c2C)cc1
    -1 | -3 | 3 | 3 | 0 | 1 | 2 | -3 | -1
COc1cc2oc(=O)ccc2cc1-c1c(OC)ccc2ccc(=O)oc12
    x | 4 | x | 3 | x | 0 | 3 | x | -2
COc1cc(C)c(NC(c2ccccc2)c2ccccc2)cc1OC
    4 | 5 | 2 | 5 | 2 | 7 | 3 | 8 | 2
Cc1nc2c3ccccc3nc(NNC(=O)CCC(=O)NCCC(C)C)n2n1
    5 | 0 | 3 | -2 | 0 | 7 | 3 | -3 | -3
O=C(COC(=O)C1C2CC3OC(=O)C1C3C2)Nc1ccc(Cl)cc1 (centres undefined)
    -2 | 0 | -3 | 8 | -2 | 2 | 84* | 1 | 4
Cc1ccc(C(=O)c2coc3ccc(O)c(CN(C)C)c23)cc1
    2 | 4 | -1 | 3 | -3 | 8 | 8 | 6 | 1
COc1ccc(N(CC(=O)NCc2ccccc2)C(=O)Cn2nnc(-c3ccccc3F)n2)cc1OC
    1 | 2 | -1 | -2 | 2 | 8 | -5 | -3 | -8
CCOC(=O)c1ccc(NC(=O)N2CCN(CCc3ccccc3)CC2)cc1
    -7 | -3 | 7 | -10 | -3 | -1 | -2 | 7 | -4
CCN1C(=O)[C@H]2[C@@H](c3ccc(-c4cccc(Cl)c4)c(OC)c3)N3CCCC[C@@]3(C(=O)OC)[C@H]2C1=O
    x | 2 | x | 5 | x | 4 | -1 | x | 0
CCN1CCN(Cc2ccc(NC(=O)c3ccc(C)c(NC(=O)c4cc(-c5ccc(Br)cc5)n[nH]4)c3)cc2C(F)(F)F)CC1
    -42 | -7 | -28 | -26 | -26 | -21 | -25 | -8 | 1
NC(=O)c1cccc(NC(=O)CCCCC(=O)Nc2cccc(C(N)=O)c2)c1
    -6 | 3 | 0 | -8 | -2 | 1 | 5 | 8 | 3
Cc1cc(Cl)nc2ccc(Cc3ccc4nc(Cl)cc(C)c4c3)cc12
    -14 | 2 | -13 | 0 | 1 | 6 | -8 | -40 | 3
Cc1c(NC(=O)CC(=O)Nc2c(C)n(C)n(-c3ccccc3)c2=O)c(=O)n(-c2ccccc2)n1C
    -2 | 5 | 0 | 3 | -1 | 3 | 4 | 6 | 0
CCOc1ccc(C2OC34CCCCC3C(C#N)(C#N)C2(C#N)C(=N)O4)cc1OC (centres undefined)
    21 | 37* | 17 | 42* | 21* | 43* | 46* | 39* | 35*
Cc1cccc(NC(=O)C2c3ccccc3Oc3ccccc32)n1
    3 | 1 | 0 | -7 | -7 | -3 | -10 | -8 | -5
CCOc1ccc(N/C=C/C(=O)c2ccc(C)cc2)c([N+](=O)[O-])c1
    -5 | 6 | 2 | 6 | 0 | -2 | 4 | -2 | 0
Cc1ccc(-c2[nH]ncc2/C=N/n2c(COc3ccccc3)nc3ccccc3c2=O)cc1
    -32 | -8 | -12 | -7 | -33 | -3 | -3 | -10 | 0
Cc1ccc(CCNC(=O)C2CCCN2S(=O)(=O)c2ccc3c(c2)CCC(=O)N3)cc1 (centres undefined)
    4 | 16 | -5 | 12 | -2 | 1 | 1 | 2 | 1
CCCC(=O)Nc1cccc(NC(=S)NC(=O)C(C)Oc2ccc(Cl)cc2Cl)c1 (centres undefined)
    -66 | -9 | -39 | -23 | -34 | -26 | -45 | -6 | -1
COc1ccc(C)cc1S(=O)(=O)N(C)CC(=O)Nc1ccc2c(c1)OCCO2
    3 | 2 | 5 | -5 | -2 | -1 | 3 | 2 | 0
CCN(CC(=O)NCc1cccs1)C(=O)/C=C/c1cccc(OC)c1OC
    -3 | 4 | -2 | 4 | 1 | 10 | 3 | 2 | 0
O=C(CCCNC(=O)/C(=C/c1ccc(Br)cc1)NC(=O)c1ccccc1)OCc1ccccc1
    -1 | -5 | -2 | 6 | -4 | 0 | -3 | -1 | 1
COc1ccc(-c2cccc(NS(=O)(=O)c3cc([N+](=O)[O-])ccc3C)c2)nn1
    12 | 5 | 0 | 11 | -5 | -1 | 5 | -7 | -2
O=C(O)c1ccc(S(=O)(=O)Nc2ccc3c(c2)OCCO3)cc1
    0 | 1 | 0 | -4 | -1 | 7 | 0 | 6 | 2
CC(C)c1onc(C(=O)NCc2ccc(F)cc2)c1[N+](=O)[O-]
    6 | 4 | -2 | 4 | 9 | 1 | 5 | 37* | 5
COc1ccccc1NC(=O)c1ccc(NS(=O)(=O)c2ccc(F)c(F)c2F)cc1
    1 | 4 | -3 | -2 | -1 | 7 | 4 | 2 | -5
Cc1[nH]c2ccccc2c1C(=O)C(C)OC(=O)c1ccc(NC(=O)CC#N)cc1 (centres undefined)
    -26 | -5 | -4 | -2 | -18 | -1 | -18 | -39 | -25
CC(NC(=O)CSC1=NCCS1)c1ccccc1 (centres undefined)
    -3 | 5 | 7 | 0 | -2 | 6 | 2 | 1 | 0
Cc1c(NC(=O)C2C3C=CC(C3)C2C(=O)O)c(=O)n(-c2ccccc2)n1C (centres undefined)
    -1 | 5 | 1 | 0 | -2 | 3 | 5 | 0 | -2
O=C(COC(=O)CNC(=O)c1ccc([N+](=O)[O-])o1)Nc1ncc(Cl)cc1Cl
    0 | 2 | x | 1 | 4 | 10 | 13 | x | -15
Cc1cccc(/C(N)=N/OC(=O)c2ccoc2C)c1
    -2 | 16 | 1 | -10 | -6 | 3 | 8 | 10 | -4
COc1ccc(C)cc1S(=O)(=O)Nc1ccc(-n2c(C)nc3ccccc3c2=O)cc1
    11 | -2 | -3 | 5 | 1 | 3 | 2 | 12 | -1
CCCCC(CCCC)=N/N=C/c1c(O)n(CC)c2cc(C3=NNC(=O)CC3)ccc12
    1 | -1 | -3 | 8 | 4 | 7 | 5 | 3 | -4
O=C(C1CC(c2ccc(F)cc2)=NO1)N1CCN(Cc2ccccc2)CC1 (centres undefined)
    8 | 3 | -1 | 8 | 1 | 6 | 9 | 3 | -5
COc1ccc(CCNC(=O)CC(=O)N/N=C/c2ccc(C(=O)O)cc2)cc1OC
    -1 | 7 | -2 | -1 | 2 | 1 | -2 | 8 | 3
NC(=O)CSc1nnc(-c2ccccc2F)n1C1CC1
    1 | 0 | -2 | 4 | -2 | -4 | -3 | 5 | -5
COc1ccc(-c2ccc(NS(=O)(=O)c3cc([N+](=O)[O-])ccc3C)cc2)nn1
    6 | 0 | 1 | 11 | 2 | 9 | 12 | -1 | -5
Cc1cccc(-n2c(C)c(C)c3c(N)ncnc32)c1
    1 | 6 | -1 | 0 | 2 | 3 | -2 | 8 | 7
CCOc1ccc(NS(=O)(=O)c2cc(C(=O)N3CCCC3)ccc2Cl)cc1
    0 | 1 | -1 | 2 | 0 | 1 | -1 | 5 | 1
COc1cc(C(=S)N2CCOCC2)ccc1OC(=O)c1ccccc1
    -1 | 7 | 1 | 4 | 1 | 6 | -3 | -4 | -8
C[C@H](CO)N1C[C@H](C)[C@@H](CN(C)C(=O)Nc2ccc(C(F)(F)F)cc2)Oc2c(NC(=O)CCC(F)(F)F)cccc2C1=O
    x | 28* | x | 1 | x | -2 | -7 | x | -1
Cc1cc(C)nc(Sc2c(F)c(F)c(C(F)(F)F)c(F)c2F)n1
    -7 | 1 | -3 | 4 | -1 | 1 | 9 | 3 | 0
CCOC(=O)c1ccc2c(c1)C1C=CCC1C(C(=O)OCC)N2 (centres undefined)
    8 | 3 | 7 | 28* | -4 | 15 | 10 | 24 | -8
CSc1nc2ccccc2n1CC(=O)Nc1c(C)cccc1C
    12 | -3 | 6 | 1 | 3 | 1 | -1 | 0 | 3
COC(=O)C1C2C=CC3(CN(CC4CCCO4)C(=O)C13)O2 (centres undefined)
    2 | 3 | -2 | -4 | -5 | 11 | -4 | 5 | 5

(listing goes on)
Order of results – PME-1 primary | PAFAH1B2 FP inh | Fam108B counter | pPAFAH inh | LYPLA1 counter | PAFAH1B3 FP inh | PAFAH2 FP inh | GSTO1 counter | PAD4 inh
S=C(NCCN1CCOCC1)Nc1ccc(Cl)cc1
    -1 | -6 | 2 | -9 | -3 | -1 | -8 | 3 | 0
Cc1ccccc1N1CCN(Cc2c[nH]c3ccccc23)CC1
    7 | -1 | 10 | -4 | 0 | 4 | -4 | 4 | -3
O=C(c1ccc(S(=O)(=O)N2CCCCC2)cc1)N1CCc2ccccc2C1
    4 | 9 | 2 | 6 | 2 | 12 | 4 | 9 | -1
O=C(CNC(=O)c1ccc2c(c1)S(=O)(=O)N=C1CCCCCN12)Nc1ccc(F)c(F)c1
    1 | 2 | -7 | 2 | 3 | -5 | 5 | 8 | 8
Cc1cc2nc3n(c2cc1C)CC1CC(C(=O)NCCc2cccs2)N(C)C31 (centres undefined)
    7 | -1 | 1 | 2 | 1 | 2 | 8 | 4 | -1
